hcGAS inh – Primary biochemical luminescence assay for human cyclic GMP-AMP synthase inhibitors; Q8N884; recombinant h-cGAS, ATP depletion, Kinase-Glo luminescence; inhibition, % at 12.5 µM; 290,000 compounds, 0.081% hits; AID 1259398, 2018;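 note: 0% = vehicle reaction and 100% = reaction without DNA for no activity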
Target sequence (Q8N884 whole entry, looked up): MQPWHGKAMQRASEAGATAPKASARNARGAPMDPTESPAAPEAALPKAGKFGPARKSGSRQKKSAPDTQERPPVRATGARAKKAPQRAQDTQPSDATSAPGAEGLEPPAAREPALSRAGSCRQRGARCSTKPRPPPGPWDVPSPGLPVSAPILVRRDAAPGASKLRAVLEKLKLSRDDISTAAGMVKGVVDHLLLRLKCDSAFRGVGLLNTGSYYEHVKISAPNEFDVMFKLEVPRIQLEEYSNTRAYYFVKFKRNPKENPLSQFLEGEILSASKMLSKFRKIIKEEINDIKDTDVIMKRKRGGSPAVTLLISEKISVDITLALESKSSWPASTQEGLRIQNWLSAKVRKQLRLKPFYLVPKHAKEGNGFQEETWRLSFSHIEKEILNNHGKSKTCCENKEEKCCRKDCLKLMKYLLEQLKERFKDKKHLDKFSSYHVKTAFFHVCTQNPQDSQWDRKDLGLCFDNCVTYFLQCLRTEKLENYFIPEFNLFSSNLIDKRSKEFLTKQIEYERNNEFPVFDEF
mcGAS lum – cyclic GMP-AMP synthase inhibitors, mouse, primary biochemical chemiluminescence; inhibition, % at 12.5 µM; recombinant cGAS, Kinase-Glo ATP depletion luminescence; 160,000 compounds, 0.15% hits; AID 1259399, 2018;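 note: 0% = negative control wells and 100% = reference inhibitor with no enzyme activity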
NPYLR7 agonist – agonists of mosquito NPYLR7 receptor, primary screen, cell-based, Aedes aegypti, calcium fluorescence, mosquito biting behavior; Aedes aegypti neuropeptide Y-like receptor 7 (NPYLR7); HEK293T NPYLR7/Galpha15, GCaMP6s calcium fluorescence; activation, % at 10 µM; 270,000 compounds, 0.15% hits; in the data active = activation above about 40%;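 note: 0% = vehicle and 100% = reference agonist at the receptor; some compounds past the cut are filed as inactive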
Starred values were filed as active, the others as inactive; / = no result given; & = joins results of further samples. Cut-off read from the data, not from the text of the source, unless noted: active = inhibition above about 40%; inactive = the rest. Hits appear at their usual frequency; about 0.27% have a hit in one of these screens.

| Molecule | hcGAS inh | mcGAS lum | NPYLR7 agonist |
| --- | --- | --- | --- |
| CN1CCN(c2nc(N3CCN(c4ccccc4)CC3)ncc2F)CC1 | -2 | / | 10 |
| Cc1ccc(N=c2c([N+](=O)[O-])nn(-c3ccccc3)n2O)c(C)c1 | -7 | / | -10 |
| CCOC(=O)c1cc(-c2ccc(N3CCN(C(=O)c4ccco4)CC3)cc2)n(-c2ccccc2C)n1 | -1 | -4 | 23 |
| C#Cc1cccc(C(=O)N(CC)CC2CCCN(CCc3cccc(OC)c3)C2)c1 (stereo not given) | -9&-5 | -12&-5 | 13&-1 |
| COc1ccc(S(=O)(=O)N(C)CCc2ccccc2)cc1N1CCN(C(=O)C(C)Oc2ccccc2)CC1 (stereo not given) | -2 | -6 | 18 |
| Cc1ccc(CNC(=O)C2(C)CCN2C(=O)c2ccc(C(C)(C)C)cc2)cc1 (stereo not given) | -6 | -6 | 3 |
| Cc1ccc2c(c1)N(C)C(=O)c1cc(NS(=O)(=O)CC(C)C)ccc1O2 | 1 | / | 6 |
| COc1cccc(OCc2cc(C(=O)NCc3ccccn3)no2)c1 | -10&-5 | / | 2&9 |
| CCOC(=O)C1(CCOc2ccccc2)CCCN(C(=O)c2cc(=O)n(C)c(=O)n2C)C1 (stereo not given) | -4 | / | -1 |
| Cc1cccc2c(C(=O)N3CCCCC3c3cccnc3)cc(-c3cncnc3)nc12 (stereo not given) | -2 | / | -5 |
| CC1=C(C(=O)OCc2ccccc2)C(c2ccc(C)c([N+](=O)[O-])c2)NC(=O)N1C (stereo not given) | -1 | -4 | -7 |
| COCCN(CC1CCN(Cc2ccccc2F)CC1)C(=O)c1ccoc1 | -6 | -10 | -1 |
| N#Cc1ccc[n+](Cc2cc(=O)[nH]c(=O)[nH]2)c1 | 4 | / | 3 |
| COc1cccc(COc2coc(CN3CCCN(S(=O)(=O)c4ccc(S(C)(=O)=O)cc4)CC3)cc2=O)c1 | -7 | -6 | 20 |
| CC(C)n1cc(C(=O)N2CCN(Cc3ccccn3)CC2)c2nn(-c3ccccc3)c(=O)c-2c1 | -4 | -9 | -5 |
| Cc1c(C(=O)N2CCOCC2C)nnn1-c1cccc2c1CCN(c1ccc(C#N)cn1)C2 (stereo not given) | -11 | / | 1 |
| CN(C)c1ccc(NC(=O)C2CCCC2)cc1CN(Cc1ccco1)C(=O)c1ccccc1Cl | 4 | 0 | -5 |
| Cc1cnc(C)c(N2CCN(Cc3ccc4c(C)cc(=O)oc4c3)CC2)n1 | 0 | / | -2 |
| COc1ccc(C(=O)NCCc2cc3c(OC)ccc(OC)c3[nH]c2=O)cc1OC | -2 | -5 | 1 |
| COc1cccc(Cc2nsc(Oc3cccc(C(=O)NCCCN4CCOCC4)c3)n2)c1 | 1 | 0 | -4 |
| CCOC(=O)C1CCN(C(=O)C2CC=CCC2C(=O)N2CCN(c3ccc(OC)cc3)CC2)CC1 (stereo not given) | -11 | / | -6 |
| O=C(Cc1ccccc1Cl)Nc1ccc2c(c1)C(=O)N1CCCCC1CCO2 (stereo not given) | -10 | / | 5 |
| Cc1ccccc1CSCC(=O)NCCSC1CCCCC1 | -5 | / | 0 |
| COc1ccc(CNC(=O)CN(c2cccc([N+](=O)[O-])c2)S(=O)(=O)c2ccccc2)cc1 | -3 | -8 | 21 |
| CC1CCN(CCNC(=O)C2C3CCCCC32)CC1 (stereo not given) | -9 | -15 | 9 |
| CC(C)N(C)c1onc(-c2ccccc2)c1CN(Cc1ccco1)C(=O)c1ccc(Cl)cc1 | 4 | 3 | -1 |
| O=C(Nc1ccc2c(c1)OC1(CCCC1)O2)C1CC1 | -8 | / | -3 |
| CCCC(=O)NCCCn1nc(-c2ccco2)ccc1=O | 2 | / | -1 |
| C=CCOc1cccn2c(N(C)C(=O)c3ccco3)c(CC)nc12 | -3 | -3 | 11 |
| CCCCN(CC(=O)N1c2ccccc2-n2cccc2C1c1ccc(C)cc1)C(=O)Nc1ccccc1Br (stereo not given) | -2 | -4 | 11 |
| CCCCCCCCCC(=O)NCCC(=O)Nc1nnc(-c2ccc(C)cc2)s1 | -2 | -2 | -2 |
| COc1ccccc1-c1cc(CNC(=O)c2cnn3c2CCCC3)on1 | -7 | / | 6 |
| CNC(=O)C1CCN(CC(=O)N(Cc2ccc(F)cc2)C2CCCCC2)CC1 | -1 | / | 5 |
| CC1CC1C(=O)N(C)C(c1ccccc1)C(F)(F)F (stereo not given) | -7 | / | -2 |
| COc1ccc(CNCC2CCCO2)cc1OS(=O)(=O)C(C)C (stereo not given) | 0 | -4 | -4 |
| CC(C)S(=O)(=O)Oc1cccc(CNCc2ccco2)c1 | -2 | / | 1 |
| CCOC(=O)CCC(=O)N1CCN(C2c3ccccc3CCc3ccccc32)CC1 | -6 | -6 | -5 |
| CCc1ncc(C(=O)NC(C)(C)c2ccc(Br)cc2)s1 | 1 | / | -3 |
| O=C(C(Br)=CNc1ccc(Cl)c(Cl)c1)C(F)(F)F | 1 | -2 | 5 |
| Cc1cccc(OCc2nc(CN(CCN3CCOCC3)C(=O)C3CC3)cs2)c1 | -1 | -2 | 8 |
| COCC(=O)N1CCC2(CC1)CN(CC1CCOC1)CCN2C (stereo not given) | -9 | / | 0 |
| COc1ccc(S(=O)(=O)Nc2ccc(Nc3cc(-n4ccnc4)nc(C)n3)cc2)c(C)c1C | -8 | -9 | -11 |
| CCC(=O)Nc1c2c(nn1-c1ccc(Oc3ccccc3)cc1)CSC2 | -7 | / | 1 |
| CCC(C(=O)N1CCN(C2c3ccccc3CCc3ccccc32)CC1)c1ccccc1 (stereo not given) | -4 | -3 | -4 |
| Nc1ncc(CN2CCCC(C(=O)Nc3ccc(-c4ccco4)cc3)C2)cn1 (stereo not given) | -4 | / | 13 |
| COc1ccccc1N1CCN(c2nc(Nc3ccc(C)cc3)c3nccnc3n2)CC1 | 2 | / | 2 |
| CCOC(=O)c1c(NC(=O)CCl)sc(C(=O)N2CCCCC2)c1C | 0 | -4 | -4 |
| COc1ccc(-n2nnc3c(N4CCN(C(=O)CC5CCCC5)CC4)ncnc32)cc1 | -5 | -10 | 1 |
| COc1cccc(-c2cc(NC(C)=O)n(CCOC(C)=O)n2)c1 | -7 | / | 8 |
| CSc1nc(N2CCCC2)c2cnn(CCNC(=O)C3CC3)c2n1 | -5 | -5 | / |
| CC(C(=O)O)n1cc(-c2ccc(S(C)(=O)=O)cc2)cn1 (stereo not given) | -4 | / | 4 |
| COc1ccc(CCOC(=O)C2CCCCN2C(=O)/C=C(\C)CCC=C(C)C)cc1OC (stereo not given) | -1 | 0 | -3 |
| Cc1cc2cc(C(=O)NCCCn3nccc3C3CC3)ccc2o1 | -8 | -13 | 2 |
| COc1ccc(CN(CCC(C)C)CC(O)COC(C)C)cc1OC (stereo not given) | -8 | -7 | -6 |
| COCCCN(CC(=O)N(CCc1ccc(OC)c(OC)c1)Cc1ccco1)C(=O)Nc1ccc(C)c(C)c1 | 0 | -6 | -2 |
| Cc1nnc(NC(=O)CSc2nnc(CNC(=O)c3cccs3)n2-c2cccc(C(F)(F)F)c2)s1 | -1 | / | -5 |

(further entries)
| Molecule | hcGAS inh | mcGAS lum | NPYLR7 agonist |
| --- | --- | --- | --- |
| Cc1c(C(=O)NCc2ccc(F)c(F)c2)cnc2c(-c3c(F)cccc3Cl)cnn12 | 4 | 2 | 4 |
| CCn1c(SC(C)C(=O)Nc2cc(C)no2)nnc1-c1ccccc1 (stereo not given) | -5 | / | 12 |
| CCCc1nc(N2CCN(C(=O)CCCl)CC2)c2c(-c3ccccc3)noc2n1 | -2 | -5 | 15 |
| CCc1cc(Oc2cccc(C)c2C)nc(SCc2ccccc2C)n1 | -1 | -2 | 7 |
| COCCn1c(SCC(=O)Nc2ccc(C)cc2C)nc2c(c1=O)SC(C)C2 (stereo not given) | -7 | / | 10 |
| O=c1[nH]cnc2ccc(Cl)cc12 | -2 | / | 3 |
| OCC1(Cc2ccccc2F)CCCN(Cc2cc3c(cc2Cl)OCO3)C1 (stereo not given) | -9 | / | 4 |
| CCc1ccc(S(=O)(=O)NCCOc2ccc3nnc(C)n3n2)s1 | -3 | -7 | 7 |
| O=C(NCc1cnn2ccccc12)c1cnc2ccccn12 | -2 | / | 6 |
| S=C(NCC(c1ccco1)N1CCCC1)NC1CC2CCC1C2 (stereo not given) | -8 | / | 5 |
| COC(=O)C(NC(=O)c1cc(=O)[nH]c2ccccc12)c1cccc(C)c1 (stereo not given) | -5 | / | 9 |
| O=C(COCC(F)(F)F)Nc1ccc2c(c1)C(=O)CCC2 | -9 | / | 8 |
| O=C(COCc1ccccc1)N1CCN(c2cc(Oc3cccc(F)c3)ncn2)CC1 | -3 | -2 | 4 |
| CSc1ccccc1NC(=O)CCC(=O)N(C)Cc1cccc2cnccc12 | -5 | / | 18 |
| CNS(=O)(=O)c1ccc(CNc2snc(Cl)c2C#N)s1 | -2 | / | 6 |
| COc1cc(CN2CCCN(c3ccccc3NC(=O)C3CC3)C2=O)cc(OC)c1 | -14 | / | 6 |
| CC1(C)C2CC=C(C=NNC(N)=O)C1C2 (stereo not given) | -3 | / | -1 |
| Cc1ccc(NC(=O)Cn2c(=NCC3CCCO3)sc3ccccc32)cc1 (stereo not given) | -3 | / | 1 |
| O=C(c1cccc(S(=O)(=O)N2CCOCC2)c1)N1CCCCC1 | 3&4 | 0&0 | -18&-18 |
| CC(=O)N1CCCC(C(=O)NC(C)c2ccc(F)c(F)c2)C1 (stereo not given) | -18 | -6 | -1 |
| COc1ccc(-c2ccc(OCCNS(=O)(=O)c3ccccc3)nn2)cc1 | -4 | -6 | -8 |
| CC(C)OCCn1cc(C2CCOC(C)(C)C2)nn1 (stereo not given) | -5 | -4 | / |
| Cc1nc2n(n1)C(=O)C(C(c1ccc(F)cc1)N1CCCC(C)C1)S2 (stereo not given) | -7 | / | -1 |
| COc1cc(=O)n(-c2ccccc2)nc1C(=O)Nc1nc2ccccc2s1 | -10 | / | 2 |
| COC(=O)c1cc(-c2ccc(/C=C3/N=C(c4ccccc4)OC3=O)o2)ccc1Cl | -2 | -2 | -16 |
| COc1cc(OC)cc(C(=O)N(CCc2ccccc2)CC(=O)Nc2cc(C(C)(C)C)nn2-c2ccccc2Cl)c1 | -1 | -4 | -3 |
| O=C(c1ccccc1Cl)N(Cc1ccc(F)cc1)Cc1ccccc1OS(=O)(=O)c1ccc(F)cc1 | -5 | -5 | 0 |
| C#CCN(C)C1CCN(C(C)=O)CC1 | -5 | / | 5 |
| Cc1cc2nc(Nc3nc(O)c(C)c(=O)[nH]3)nc(C)c2cc1C | -9 | -4 | 14 |
| CC(C)c1nnc(C2CCN(C(=O)NCc3cccc4ccccc34)CC2)o1 | -9 | -10 | -19 |

Among those listed so far, these contain a furan ring, fused or not.
| Molecule | hcGAS inh | mcGAS lum | NPYLR7 agonist |
| --- | --- | --- | --- |
| CCOC(=O)c1cc(-c2ccc(N3CCN(C(=O)c4ccco4)CC3)cc2)n(-c2ccccc2C)n1 | -1 | -4 | 23 |
| COCCN(CC1CCN(Cc2ccccc2F)CC1)C(=O)c1ccoc1 | -6 | -10 | -1 |
| CN(C)c1ccc(NC(=O)C2CCCC2)cc1CN(Cc1ccco1)C(=O)c1ccccc1Cl | 4 | 0 | -5 |
| CC(C)N(C)c1onc(-c2ccccc2)c1CN(Cc1ccco1)C(=O)c1ccc(Cl)cc1 | 4 | 3 | -1 |
| CCCC(=O)NCCCn1nc(-c2ccco2)ccc1=O | 2 | / | -1 |
| C=CCOc1cccn2c(N(C)C(=O)c3ccco3)c(CC)nc12 | -3 | -3 | 11 |
| CC(C)S(=O)(=O)Oc1cccc(CNCc2ccco2)c1 | -2 | / | 1 |
| Nc1ncc(CN2CCCC(C(=O)Nc3ccc(-c4ccco4)cc3)C2)cn1 (stereo not given) | -4 | / | 13 |
| Cc1cc2cc(C(=O)NCCCn3nccc3C3CC3)ccc2o1 | -8 | -13 | 2 |
| COCCCN(CC(=O)N(CCc1ccc(OC)c(OC)c1)Cc1ccco1)C(=O)Nc1ccc(C)c(C)c1 | 0 | -6 | -2 |
| S=C(NCC(c1ccco1)N1CCCC1)NC1CC2CCC1C2 (stereo not given) | -8 | / | 5 |
| COC(=O)c1cc(-c2ccc(/C=C3/N=C(c4ccccc4)OC3=O)o2)ccc1Cl | -2 | -2 | -16 |

Screens: PubChem BioAssay, Fisher Drug Discovery Resource Center
